From PubChem
UBC9 SUMO inh – SUMOylation inhibition; P63279; HTRF SUMOylation assay, SAE1/SAE2 + UBC9, in vitro; inhibition, % at 35 µM; actives 0.36% (n = 290,000); in the data active = inhibition above about 50%, passing the limit was not always enough; also: strong numbers were not always called active
Target sequence (P63279 whole entry, looked up): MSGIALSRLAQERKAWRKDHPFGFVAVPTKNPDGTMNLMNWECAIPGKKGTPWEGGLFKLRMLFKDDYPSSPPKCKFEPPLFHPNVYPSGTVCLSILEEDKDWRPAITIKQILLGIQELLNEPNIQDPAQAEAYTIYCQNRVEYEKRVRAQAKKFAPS
IMP-1 inh – inhibitors of Pseudomonas aeruginosa IMP-1 metallo-beta-lactamase; purified IMP-1, nitrocefin hydrolysis, epi-absorbance fluorescence; inhibition, % at 5.6 µM; actives 0.45% (n = 290,000); AID 1556;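 active = inhibition above the mean plus 3 SD of all compounds in the same screening run, cut at about 4.5% in these data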;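 also: 0% = IMP-1 with DMSO and 100% = DMSO wells lacking enzyme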
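system = purified recombinant IMP-1 beta-lactamase | amount = 0.2 nM IMP-1, as dispensed | medium = HEPES buffer pH 7.1 with ZnSO4 and Brij 35 | times = 25 °C, 15 min preincubation, 25 min reaction | detection = plate fluorescence quenching by hydrolysis product, ex 480/em 530 nm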
IDE act – IDE (human) activation, cell-based. AID 493087. actives 0.073% (n = 340,000). activation, % at 5.96 µM. HEK cells, FAbeta-B cleavage, fluorescence polarization; 0% vehicle, 100% cell-free pure enzyme wells;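 active = activation above the mean of all tested compounds plus 3 SD, set per screening campaign, cut at about 17% in these data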
VIM-2 inh – blocks Pseudomonas aeruginosa VIM-2 metallo-beta-lactamase; purified VIM-2, nitrocefin hydrolysis, epi-absorbance fluorescence; inhibition, % at 5.6 µM; actives 0.89% (n = 290,000);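 active = inhibition above the mean of all tested compounds plus 3 SD, cutoff set per screening run, cut at about 7.5% in these data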;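 also: red hydrolysis product quenches plate fluorescence so inhibitors raise well fluorescence; 0% = enzyme with DMSO and 100% = DMSO without enzyme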
DNA FID counter – displaces DNA intercalator in HCV helicase counter-screen. DNA fluorescent intercalator displacement, fluorescence. inhibition, % at 7.9 µM. actives 0.17% (n = 290,000). AID 1845; in the data active = inhibition above about 37%;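 also: 0% = vehicle and 100% = reference compound; higher means more ethidium bromide displaced from hairpin DNA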
NS3 helicase inh – HCV NS3 helicase inhibition; NS3 helicase DNA unwinding, Cy5 molecular beacon fluorescence; inhibition, % at 10.9 µM; actives 0.56% (n = 290,000);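 active = inhibition above the mean of all tested compounds plus 3 SD, set per campaign, cut at about 35% in these data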;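 also: 0% = DMSO wells and 100% = thioflavine S control wells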
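Assay system – hepatitis C virus NS3 helicase domain fragment enzyme · Buffer or medium – MOPS pH 6.5, MgCl2, DTT, Tween20, BSA · Reagent – Cy5/quencher beacon DNA duplex and ATP to start · Compound – single 10.9 µM dose · Timing – 1 h at 25 °C · Technique – Cy5 beacon fluorescence read at start and 1 h · Measure – % inhibition of unwinding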
MEKK3 PB1 HTS – MEKK3-MEK5 PB1 interaction, increase or decrease; binding response (% of control), % at 10 µM; actives 1.4% (n = 290,000); AID 1529; Q99759; bead-based flow cytometry, Alexa488-MEK5 binding to MEKK3; actives lie on both sides; 0 = blocked by unlabeled MEK5, 100 = vehicle;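 active = binding response more than 3 SD above or below the average of its plate-row segment, actives on both sides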;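 also: Alexa488 bead fluorescence after subtracting the streptavidin-only scavenger bead signal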
Target sequence (Q99759 whole entry, looked up): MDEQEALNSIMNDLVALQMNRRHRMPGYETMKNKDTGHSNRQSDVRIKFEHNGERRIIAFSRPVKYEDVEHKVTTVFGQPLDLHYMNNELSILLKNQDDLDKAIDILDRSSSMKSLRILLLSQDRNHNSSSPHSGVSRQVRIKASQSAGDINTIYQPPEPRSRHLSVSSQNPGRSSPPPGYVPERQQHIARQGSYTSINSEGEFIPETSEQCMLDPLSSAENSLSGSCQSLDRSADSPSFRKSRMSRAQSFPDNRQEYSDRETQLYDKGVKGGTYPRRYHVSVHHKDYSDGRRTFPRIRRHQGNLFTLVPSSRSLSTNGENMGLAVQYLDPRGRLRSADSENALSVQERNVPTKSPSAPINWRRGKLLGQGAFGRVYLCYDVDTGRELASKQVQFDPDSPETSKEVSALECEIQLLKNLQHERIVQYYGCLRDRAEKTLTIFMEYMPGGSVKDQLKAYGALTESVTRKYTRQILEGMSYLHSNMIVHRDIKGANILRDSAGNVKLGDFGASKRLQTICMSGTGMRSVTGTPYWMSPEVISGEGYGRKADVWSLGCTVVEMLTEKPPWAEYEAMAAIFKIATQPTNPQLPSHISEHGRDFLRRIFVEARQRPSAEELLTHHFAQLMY
PHOSPHO1 inh – PHOSPHO1 (human) inhibition; recombinant PHOSPHO1, absorbance phosphatase assay; inhibition, % at 13.3 µM; actives 1.1% (n = 290,000); AID 1565; in the data active = inhibition above about 60%
Target sequence (Q8TCT1 whole entry, looked up): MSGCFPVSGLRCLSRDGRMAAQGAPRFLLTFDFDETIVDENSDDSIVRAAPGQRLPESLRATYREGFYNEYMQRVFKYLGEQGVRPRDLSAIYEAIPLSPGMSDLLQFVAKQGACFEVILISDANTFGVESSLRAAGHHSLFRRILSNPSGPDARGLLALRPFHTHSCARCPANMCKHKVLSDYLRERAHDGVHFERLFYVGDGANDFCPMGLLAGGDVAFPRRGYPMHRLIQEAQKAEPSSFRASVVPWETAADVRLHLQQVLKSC
pCIP destab – p/CIP protein destabilization. F442A p/CIP-EGFP cells, EGFP fluorescence, 16 h. decrease of EGFP signal, % at 10 µM. actives 0.01% (n = 290,000);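 active = EGFP signal decrease of at least 30% at 10 µM or well 3 SD below plate mean, unless failing retest; inactive = the rest, including hits failing retest or dose response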; also: some compounds called inactive have numbers as strong as hits; many of its hits are not listed in these tables
An asterisk follows results filed as active; . = not tested or not shown.

SMILES	UBC9 SUMO inh	IMP-1 inh	IDE act	VIM-2 inh	DNA FID counter	NS3 helicase inh	MEKK3 PB1 HTS	PHOSPHO1 inh	pCIP destab
COc1cccc(C(=O)Nc2ccc(NC(=O)C3CCCCC3)nc2)c1	3	-2.6	-2	-1.1	-21	3	102	31	-7
CC(C)(C)CC(C)(C)NC(=O)Nc1cccc([N+](=O)[O-])c1	-2	-1.6	6	-3.9	4	2	101	23	-4
Cc1cccc(NC(=O)c2cc(=O)c3ccccc3o2)c1	11	-0.6	-1	1.3	-9	-9	106	-18	-3
O=C(COC(=O)CSc1ccc2ccccc2c1)Nc1ccccc1OC(F)F	-19	-3.5	7	-3.1	-7	-6	101	-2	-11
COc1ccc(C(=O)NCCNC(C)=O)cc1S(=O)(=O)NCc1ccc(Cl)cc1	2	-1.4	5	0.3	-7	-5	73	10	-7
COc1ccccc1CNC(=O)CSc1ccsc1[N+](=O)[O-]	18	-1.3	3	0.6	-2	-1	90	-15	-4
CNC(=O)N(O)C1N(C)C(=O)N(CC(=O)OC)C1(C)C (configuration not stated)	-6	-4.6	12	-4.7	-9	5	99	-1	9
CCOC(=O)C1CCCN(Cc2nc3ccc([N+](=O)[O-])cc3c(=O)n2-c2ccc(OC)cc2OC)C1 (configuration not stated)	18	-1.9	4	-2.4	-7	6	106	1	-9
CCC(=O)Nc1ccc(NC(=O)c2cccc(OC)c2)nc1	-6	-1.1	4	-0.8	-1	1	102	-26	-2
CSCCC(NC(=O)c1cccc(S(=O)(=O)N2CCOCC2)c1)C(=O)Nc1ccc(F)cc1 (configuration not stated)	9	-3.7	-1	-3.9	-10	4	97	-4	9
CC(C)CC(=O)Nc1nnc(SCC(=O)NCc2ccc3c(c2)OCO3)s1	6	-2.2	5	-1.4	-4	3	100	49	-7
COc1ccccc1NC(=O)NCC(c1ccco1)N1CCCCC1 (configuration not stated)	-9	-1.4	5	-0.1	-1	0	116	24	8
Cc1ccc2cc(CN(c3ccc(C)c(C)c3)S(C)(=O)=O)c(=O)[nH]c2c1	-1	-0.9	0	-1.4	-8	22	95	2	11
CCOc1ccc(CN2CCNC(=O)C2CC(=O)N(C)C2CCCCC2)cc1 (configuration not stated)	-6	-2.2	6	0.6	-26	-13	101	17	4
COc1ccc(CCn2cnc3c([nH]c4ccccc43)c2=O)cc1	8	-2.1	-4	-1.8	-9	-2	107	37	-10
CC(NC(=O)C1CCC(=O)N1Cc1ccccc1Cl)c1ccccc1 (configuration not stated)	5	-2.5	3	-2.9	-8	-2	106	22	-7
COc1ccc(/C=C/C(=O)NCc2cn(C)nc2C)cc1COc1ccc(Cl)cc1Br	-19	-2.5	4	-2.8	-5	-6	99	1	5
CCCS(=O)(=O)N1CCCC(C(=O)NCCCN(Cc2ccccc2)C(C)C)C1 (configuration not stated)	27	3.8	2	-0.1	0	-9	.	-7	-14
CCOc1ccsc1C(=O)O	12	-1.4	4	-1.7	3	-6	100	6	-6
CCN(Cc1ccccc1)C(=O)c1cc2c(=O)oc3ccc(C)cc3c2s1	-4	-3.9	1	0.8	-11	-7	97	17	-7
CCCCc1cc(=O)oc2cc(C)cc(OCC(=O)NCC3CCC(C(=O)O)CC3)c12 (configuration not stated)	24	-1.4	8	-2.3	-41	16	102	29	-1
Cn1c[n+](C)cc1-c1ccc(/C(N)=N/O)cc1	11	-1.4	4	-0.2	6	0	90	5	-1
C=CCN(c1ccc(C(=O)OC)cc1)S(=O)(=O)c1ccccc1	9	-0.4	0	-2.5	-25	5	106	-18	-5
COc1ccc(C(=O)NC(=S)Nc2ccccc2N2CCOCC2)cc1Br	-9	-1.2	3	-2.6	-5	-2	105	-10	5
Cc1cccn2c(=O)c(/C=C(\C#N)C(N)=O)c(N3CCN(c4cccc(Cl)c4)CC3)nc12	-14	-0.2	0	2.8	-32	-22	104	14	-1
O=C(Nc1cc2c(cc1C(=O)O)OCCCO2)c1ccc(F)cc1F	9	-2.1	2	-2.5	-17	6	95	32	7
COC(=O)C1C2C=CC3(CN(Cc4ccco4)C(=O)C13)O2 (configuration not stated)	-5	3.0	-1	-1.8	-3	-3	98	1	3
COc1cccc(NC(=O)CSc2nc3c(sc4ccccc43)c(=O)n2CCN(C)C)c1	-6	-0.8	-1	2.6	11	-29	103	-20	3
O=S(=O)(c1cc(Cl)ccc1Cl)N1CC2CCCN2c2ccc(C(F)(F)F)cc21 (configuration not stated)	-10	-1.4	1	-1.3	1	-4	97	16	-6
Cc1onc(-c2ccccc2)c1C(=O)NCc1ccc2c(c1)OCO2	14	-0.7	-1	-2.6	-5	-2	102	9	-27
CC(=O)C(Cc1ccc(Cl)nc1)Cc1ccc(Cl)nc1	4	-1.7	0	-2.1	0	-6	101	32	-4
CC(=O)Nc1ccc(-c2sc(Nc3cccc4ccccc34)n[n+]2-c2ccccc2)cc1	25	-1.6	-9	-0.6	-12	-24	104	15	-1
COc1ccc(/C=C2\C(=N)N3N=C(CC(=O)N4CCOCC4)SC3=NC2=O)cc1	17	-3.9	4	-3.3	-15	8	94	32	-11
COc1cc(/C=C/CN2CCC(Oc3ccc(C(=O)N4CCCC4)cc3)CC2)ccc1O	-12	-0.8	4	0.2	14	-43	97	8	-10
COc1cccc(C(=O)NC(=S)Nc2ccccc2N2CCCC2)c1	19	-3.0	-3	-2.8	-12	0	103	-10	22
CCC(/C=N/Nc1ccc(S(=O)(=O)N2CCCC2)cc1[N+](=O)[O-])CC	6	-0.5	3	-1.6	1	-13	95	4	6

2 compounds from above with just PHOSPHO1 inh, NS3 helicase inh and DNA FID counter:
molecule	PHOSPHO1 inh	NS3 helicase inh	DNA FID counter
COc1cccc(NC(=O)CSc2nc3c(sc4ccccc43)c(=O)n2CCN(C)C)c1	-20	-29	11
O=S(=O)(c1cc(Cl)ccc1Cl)N1CC2CCCN2c2ccc(C(F)(F)F)cc21 (configuration not stated)	16	-4	1

The list continues.
SMILES	UBC9 SUMO inh	IMP-1 inh	IDE act	VIM-2 inh	DNA FID counter	NS3 helicase inh	MEKK3 PB1 HTS	PHOSPHO1 inh	pCIP destab
Cc1[nH]c(=S)c(C#N)c(C)c1CCC#N	4	-4.2	3	-3.2	0	4	107	-25	1
COc1ccc(OC)c(NC(=S)NCc2cccnc2)c1	17	-2.4	4	-2.0	2	-2	99	26	-23
COc1ccc(CCNC(=O)Cn2c(=O)n(CCCC(=O)NCc3ccco3)c(=O)c3sccc32)cc1OC	10	-0.1	0	1.5	-3	-13	94	48	4
COc1ccc(OCc2cc(C(=O)N[C@H]3CCCCNC3=O)no2)c(Cl)c1	4	-0.7	-5	-3.0	-27	-6	100	46	15
Cc1cc(OCC(=O)NCc2cccnc2)c2c(C)c(C)c(=O)oc2c1	17	-3.6	3	22*	-28	0	99	-20	8
O=C1CC(SC2=NCCS2)C(=O)N1c1cccc(Cl)c1Cl (configuration not stated)	5	-0.7	2	1.2	-2	-2	86	-1	-2
O=S(=O)(/N=C(/c1ccccc1)N1CCCCC1)c1ccccc1	19	-0.5	3	-4.8	-8	-1	106	-10	0
Cc1ccccc1NC(=O)CCC(=O)N/N=C/c1ccc(F)cc1	12	-1.2	-4	-2.5	-1	-8	95	-22	-16
Cc1cccc(NC(=S)N/N=C2\CC(C)(C)Oc3ccc(O)cc32)c1	-20	-3.5	3	-5.1	-13	0	96	2	14
CCN(CC)C1CCN(C(=O)c2ccc(OC3CCN(CCc4ccccc4)CC3)cc2)C1 (configuration not stated)	19	-2.8	0	0.0	13	-10	103	36	-2
COc1ccc(-c2nc(C(=O)NCCCN3CCOCC3)cc3c2[nH]c2ccccc23)cc1OC	4	-1.9	6	12*	28	-101	105	40	-5
O=C(CSc1nnc(COc2ccc(Br)cc2)o1)NC1CCCCC1	-5	-1.5	-2	0.3	-28	-10	100	42	-3

Gathered by group: the compounds so far containing a nitro group on carbon
SMILES	UBC9 SUMO inh	IMP-1 inh	IDE act	VIM-2 inh	DNA FID counter	NS3 helicase inh	MEKK3 PB1 HTS	PHOSPHO1 inh	pCIP destab
CC(C)(C)CC(C)(C)NC(=O)Nc1cccc([N+](=O)[O-])c1	-2	-1.6	6	-3.9	4	2	101	23	-4
COc1ccccc1CNC(=O)CSc1ccsc1[N+](=O)[O-]	18	-1.3	3	0.6	-2	-1	90	-15	-4
CCOC(=O)C1CCCN(Cc2nc3ccc([N+](=O)[O-])cc3c(=O)n2-c2ccc(OC)cc2OC)C1 (configuration not stated)	18	-1.9	4	-2.4	-7	6	106	1	-9
CCC(/C=N/Nc1ccc(S(=O)(=O)N2CCCC2)cc1[N+](=O)[O-])CC	6	-0.5	3	-1.6	1	-13	95	4	6

Next part.
SMILES	UBC9 SUMO inh	IMP-1 inh	IDE act	VIM-2 inh	DNA FID counter	NS3 helicase inh	MEKK3 PB1 HTS	PHOSPHO1 inh	pCIP destab
C[C@@H](NC(=O)c1nc[nH]c1C(=O)NCC(=O)OC(C)(C)C)c1ccccc1	11	-3.5	1	-1.8	-38	3	96	-30	-15
O=C(COC(=O)C1CC2C=CC1C2)Nc1cccc(S(=O)(=O)N2CCCCCC2)c1 (configuration not stated)	-21	-1.6	0	-1.7	-26	-12	107	0	8
CC1CCCN(S(=O)(=O)c2coc(C(N)=O)c2)C1 (configuration not stated)	-12	-3.1	0	-5.6	-5	17	97	-10	-1
CN(Cc1ccon1)C(=O)CC1C(=O)NCCN1Cc1ccccc1C(F)(F)F (configuration not stated)	-5	-0.7	2	-1.9	-17	4	105	22	-8
N#C/C(=C\c1ccc(OC(=O)c2ccc(Br)s2)cc1)c1nc2ccccc2[nH]1	10	-2.0	-1	0.5	1	-3	101	-13	-18
CCNc1nnc(-c2ccncc2)s1	24	-2.4	-2	-0.3	0	-5	104	38	1
CCc1ccc(-c2nn(-c3cc(Cl)ccc3[N+](=O)[O-])c(=O)c3ccccc23)cc1	-23	-2.3	3	0.4	2	-3	105	21	4
O=C(CCCn1cc([N+](=O)[O-])cn1)NC1CCCCCC1	-5	-2.9	-1	-2.1	-12	5	126	20	2
COc1ccc(Cl)cc1NC(=S)Nc1ccccc1F	4	-3.5	3	-0.8	0	-6	103	30	-3
COCCCN(CC(=O)O)S(=O)(=O)c1cccc(Cl)c1	4	-2.5	5	-2.5	-1	9	101	17	1
CS(=O)(=O)Cc1ccc(C(=O)N2CCCC2c2cccs2)cc1 (configuration not stated)	2	-3.7	-4	-0.1	-9	-1	100	-6	4
Cc1ccnc(NC(=O)CCC(=O)N(CC(=O)NCc2ccccc2)Cc2cccs2)c1	10	-3.4	-2	-4.0	-30	1	96	28	11
Cc1cc(C)c2c(=O)[nH]c(SCc3ccccc3)nc2n1	10	-1.2	3	-0.3	-12	1	97	-3	0
C=C(C)CN(CC)C(=O)CN1C(=O)NC2(CCCc3ccccc32)C1=O (configuration not stated)	11	-0.5	7	-1.6	-19	6	103	18	-9
CC(NC(=O)Nc1ncccn1)(C(F)(F)F)C(F)(F)F	22	0.7	3	-0.1	1	-12	106	-30	-22
Cc1ccc(C(=O)N/N=C\c2cccn2C)cn1	16	-1.6	3	-3.4	-6	1	102	13	-26
CN1CCN(C(=O)/C(=C\c2cccnc2)NC(=O)c2cccc(Br)c2)CC1	-6	-3.4	4	-4.0	0	3	99	56	-3
[N-]=[N+]=NC[C@H](Cc1ccccc1)N1CCN(Cc2ccccc2)CCC1=O	-1	0.9	2	0.8	-15	2	98	-64	9

This is a subset; the hit share may differ from the screen's.
